RXFP1 ag – agonists of human relaxin receptor RXFP1; Q9HBX9; HEK293T-RXFP1 cAMP TR-FRET, 30 min; response scale: percent of porcine relaxin response, buffer zero; Potency, µM (top dose mostly 57.5 µM), for the others: at the highest dose activation, hits mostly activators; hit rate 0.3% among 370,000; also: potency is read from the fitted curve at half-maximal effect; % is scaled to controls: 0 for no effect and ±100 for the full control effect; nearly all actives have a fitted effect of over 60% in size; many of its hits are not listed in these tables
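cAMP rise read by TR-FRET after 30 min, 37C compound exposure (up to 58 uM) in RXFP1-transfected HEK293 cells with Ro 20174 present. EC50 from Hill-equation fits, with 29 nM porcine relaxin as 100% and buffer as basal.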
Vif-A3G inh – blocks the Vif interaction with human APOBEC3G; hit rate 0.076% among 410,000; AID 602310; HeLa A3G-eYFP + Vif (tagged APOBEC3G with the HIV-1 protein that degrades it), YFP fluorescence, overnight; Potency, µM (titrated, usually from 46.1 µM), inactives show at the highest dose activity, negative = active, most hits filed as inhibitors;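 also: potency is read from the fitted curve at half-maximal effect; % is scaled to controls: 0 for no effect and ±100 for the full control effect; nearly all actives have a fitted effect of over 60% in size; hits raise eYFP signal because A3G escapes Vif-driven loss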
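Read-out is eYFP fluorescence (Ex 488/Em 500-530) from Vif-expressing HeLa A3G-eYFP cells; more signal means A3G escaped Vif-mediated degradation. Cells plated overnight, compound pinned in, incubated overnight at 37 deg C.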
D1 ag – activates the human D1 dopamine receptor; HEK293 T-REx D1 cells, calcium flux, agonist mode; activation, % at 2 µM; hit rate 1% among 360,000; AID 504660; in the data active = activation above about 30%; also: 0% is about no effect
Target sequence (P21728 whole entry, looked up): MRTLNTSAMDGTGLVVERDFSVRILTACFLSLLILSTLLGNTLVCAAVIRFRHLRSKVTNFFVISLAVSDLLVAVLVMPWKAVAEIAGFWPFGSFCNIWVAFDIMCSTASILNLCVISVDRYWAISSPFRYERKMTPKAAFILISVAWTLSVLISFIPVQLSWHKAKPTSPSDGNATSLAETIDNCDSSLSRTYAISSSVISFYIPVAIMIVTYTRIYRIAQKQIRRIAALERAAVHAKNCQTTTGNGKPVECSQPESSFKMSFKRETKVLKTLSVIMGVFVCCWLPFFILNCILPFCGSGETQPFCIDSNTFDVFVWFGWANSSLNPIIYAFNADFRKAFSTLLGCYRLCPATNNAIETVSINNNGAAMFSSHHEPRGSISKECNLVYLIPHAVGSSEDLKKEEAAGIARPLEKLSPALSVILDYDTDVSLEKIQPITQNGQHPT
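Inducible HEK293 T-REx D1 cells, force-coupled to calcium signalling, were plated at 4000 cells/well with tetracycline and held overnight at 30 C. After no-wash calcium dye loading, compound-evoked calcium rise over 180 s flagged agonists.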
D1 potentiator – potentiators of human D1 dopamine receptor | P21728 | HEK293 TREx D1 cells, calcium flux, dopamine EC20 potentiation | potentiation, % at 10 µM | hit rate 0.036% among 360,000 | AID 504651; in the data active = potentiation above about 30%; also: 0% is about no effect
RXFP1 antag – blocks the human relaxin receptor RXFP1; Q9HBX9; HEK293-RXFP1, relaxin-stimulated cAMP HTRF, 30 min; active compounds read low; activity change, negative = inhibition, % at 57.5 µM; hit rate 0.59% among 350,000; AID 1259400;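 active = activity change of -60% or lower, but not beyond a set lower limit; inconclusive = change between -60% and -40%, or beyond the set limit; inactive = change above -40%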; also: % is scaled to controls: 0 for no effect and ±100 for the full control effect
D2 PAM – positively modulates the human D2 dopamine receptor allosterically | HEK293 T-REx D2, calcium flux, EC20 dopamine potentiation | hit rate 0.34% among 340,000 | AID 485347 | P14416 | potentiation, % at 10 µM;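 active = potentiation over 3 SD above the plate norm, cut at about 30% in these data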; also: 0% is about no effect
Target sequence (P14416 whole entry, looked up): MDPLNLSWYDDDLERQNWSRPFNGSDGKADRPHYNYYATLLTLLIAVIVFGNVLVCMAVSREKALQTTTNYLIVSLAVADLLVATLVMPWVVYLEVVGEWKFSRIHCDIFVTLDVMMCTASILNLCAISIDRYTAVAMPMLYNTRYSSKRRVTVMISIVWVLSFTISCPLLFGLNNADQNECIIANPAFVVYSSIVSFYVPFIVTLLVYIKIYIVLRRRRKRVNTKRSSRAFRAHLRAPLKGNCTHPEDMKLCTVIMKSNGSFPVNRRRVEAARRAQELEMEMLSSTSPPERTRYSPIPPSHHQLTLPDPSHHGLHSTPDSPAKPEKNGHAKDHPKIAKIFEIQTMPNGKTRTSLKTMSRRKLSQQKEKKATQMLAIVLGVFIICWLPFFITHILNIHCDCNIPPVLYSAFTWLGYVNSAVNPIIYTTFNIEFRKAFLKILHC
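Potentiation of an EC20 dopamine calcium response is measured in a force-coupled, tetracycline-inducible Hek293 Trex D2 line. Compound-only kinetic reads over 180 s flag agonists before dopamine addition.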
D1 antagonist – blocks dopamine activation of the human D1 receptor; P21728; HEK293 TREx D1 cells, calcium flux, dopamine EC80; active compounds read low; activity change, negative = inhibition, % at 10 µM; hit rate 3.2% among 360,000; in the data active = activity change below about -30%; also: % is scaled to controls: 0 for no effect and ±100 for the full control effect
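Tetracycline-induced HEK293 T-REx cells with force-coupled D1 receptor were loaded with a no-wash calcium dye. Compound was added after a 10 s baseline and read kinetically for 180 s; EC80 dopamine was then added and calcium flux followed another 180 s.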
GRP78 ERSR act – induces the endoplasmic reticulum stress response in human glioma cells; Potency, µM, inactives show at the top dose activation, most hits filed as activators; hit rate 0.02% among 420,000; U87-MG GRP78 promoter luciferase reporter, 16 h; also: potency is read from the fitted curve at half-maximal effect; series mostly up to about 76 µM; % of control where 0% means no effect; nearly all actives have a fitted effect of over 35% in size
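Stably transfected U87-MG human glioma cells carrying a GRP78-based luminescent sensor were seeded at 1000 cells/well, pin-dosed with compounds and incubated 16 h. Luciferase reagent was then added, and end-point luminescence was read after 10 min at room temperature.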
Vif-APOBEC3F blk – Vif-A3F binding inhibition | AID 602313 | Potency, µM (highest dose often 46.1 µM), for the others: at the highest dose activity, negative = active | hit rate 0.2% among 390,000 | HeLa A3F-eYFP + Vif (tagged APOBEC3F with the HIV-1 protein that degrades it), YFP fluorescence increase; also: potency is read from the fitted curve at half-maximal effect; % of control where 0% means no effect; nearly all actives have a fitted effect of over 65% in size
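HeLa cells stably expressing A3F-eYFP plus Vif, plated and incubated overnight at 37 deg C, then exposed to compounds overnight at 37 deg C. Blocked degradation read as raised yellow fluorescence (Ex 488/Em 500-530).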
Starred values were filed as active, the others as inactive; ? = inconclusive; · = not tested or not shown. Unless noted, calls follow the shape of the dose curve; as a rule, active = well fitted curve in the direction sought with a large enough effect; inconclusive = small, poorly fitted or top-dose-only effect, or another doubt; inactive = no such curve, though single readings can be large; an effect the other way counts as inactive or inconclusive. An excerpt; count on the stated rates, not on these rows.

Every second line gives: RXFP1 ag, Vif-A3G inh, D1 ag, D1 potentiator, RXFP1 antag, D2 PAM, D1 antagonist, GRP78 ERSR act, Vif-APOBEC3F blk
- CCOC(=O)CSc1nc(C)c2cc(OC)ccc2n1
→ 5.2%, 1.3%, 1.7, -2.8, -4.8, -5.0, 15.8, 1.0%, -10.1%
- Nc1nc(N)c2cc(Sc3ccc(Cl)cc3)ccc2n1
→ ·, 1.3%, ·, ·, -14.8, ·, ·, -14.2%, 5.0%
- COc1cccc2c1Oc1ncccc1N(C(=O)CCC(=O)NCCC(C)C)C2
→ 0.5%, -0.2%, 2.7, -2.3, -15.3, -10.5, 9.8, ·, 5.8%
- O=P1(NC2CCCC2)OCC2(CO1)COP(=O)(NC1CCCC1)OC2 (stereo not given)
→ ·, -1.2%, ·, ·, -1.7, ·, ·, -3.8%, -8.3%
- CCCOc1ccc(NC(=O)C2CC(=O)N/C(=N/N=C(C)/C=C/c3ccc(N(C)C)cc3)S2)cc1 (stereo not given)
→ 1.6%, -11.2%, 15.9, -6.1, -8.8, -2.1, -12.9, 1.4%, ?
- CCc1ccc(NC(=S)N2CCCCCCC2)cc1
→ -0.1%, -1.6%, 2.2, -4.8, 3.5, 9.1, 6.7, 7.1%, 2.8%
- CCCc1cc(C(=O)Nc2ccc(C(=O)OC)cc2)cs1
→ 3.6%, 0.8%, 8.5, -14.9, -9.3, ·, -31.2*, -2.6%, -7.2%
- O=C(CCC(=O)N(CC(=O)NC1CCCCC1)Cc1ccco1)Nc1nccs1
→ 0.3%, -5.1%, 1.2, -2.0, -11.0, -3.3, -9.2, -5.9%, -6.5%
- CN(C)CCn1nnnc1SCC1=C(C(=O)O)N2C(=O)[C@@H](NC(=O)Cc3csc(N)n3)[C@H]2SC1
→ 2.2%, -0.4%, 0.5, 1.7, 2.4, -8.0, -5.5, -2.1%, -2.3%
- COc1ccc(CN(CCC(c2ccccc2)C2CCOC(C)(C)C2)C(C)=O)cc1 (stereo not given)
→ 0.2%, -1.2%, -0.7, -5.1, 2.3, 7.9, 3.1, 0.5%, -2.5%
- O=C(NCCS(=O)(=O)N1CCN(c2ccccc2)CC1)c1ccco1
→ 2.6%, -0.6%, 2.1, 1.1, -0.9, -11.0, 1.6, -2.3%, 7.4%
- COc1ccc(/C=C/C2=NNC(=O)CC2)cc1
→ -0.1%, -11.3%, 2.3, -3.5, -6.0, 4.2, 2.0, 1.1%, 2.6%
- Cc1ccc(NCc2cccn2-c2nnc(N3CCC(C(=O)NCc4ccc(OC(C)C)cc4)CC3)s2)cc1
→ 0.7%, ·, -0.5, -4.9, -9.4, 11.1, 1.7, ·, ·
- Cc1ccc(-n2c(=O)c3cccnc3n2CC(=O)Nc2ccc(Br)cc2)cc1C
→ 6.0%, -3.9%, 1.6, 0.9, ·, 2.3, -6.3, -0.8%, -6.3%
- O=C(COC(=O)/C(=C/c1cccs1)c1cccs1)NC(c1ccccc1)c1ccccc1
→ 0.3%, -4.8%, 5.8, -2.8, -7.0, 0.3, 10.1, -2.3%, -3.5%
- CCOC(=O)C1CCN(S(=O)(=O)c2ccc(Br)c(OCC)c2)CC1
→ -2.3%, -8.6%, 0.6, -5.0, -13.7, 6.6, -24.4, -6.1%, -2.0%
- CN=C(Nc1ccc(C(=O)OC)s1)c1ccccc1
→ 1.1%, 0.9%, 0.6, -3.8, -3.5, 8.0, 9.5, -3.6%, 1.4%
- Cc1ccc(-n2ncc(C(=O)N3CCN(C(=O)c4ccco4)CC3)c2-n2cccc2)cc1
→ -0.3%, 0.8%, 0.5, -1.6, -4.4, 2.4, 2.1, -4.4%, 0.6%
- CCOC(=O)/C=c1\s/c(=C\c2ccccc2OC)c(=O)n1CC(=O)N1CCOCC1
→ 1.7%, -7.5%, -0.1, 0.6, -10.9, 6.4, -3.2, -3.2%, 1.1%
- COc1ccc(CCNS(=O)(=O)c2cc(-c3cc(C)no3)ccc2OC)cc1OC
→ 5.5%, 0.1%, 1.8, -3.9, -15.1, 11.8, -15.6, -2.1%, -0.9%
- O=C(c1cccs1)N(CCN1CCCCC1)CC1CCCN(C2CCCC2)C1 (stereo not given)
→ 0.1%, 0.9%, 1.4, -0.5, -3.4, -2.6, -9.3, 5.9%, 0.7%
- Cc1cc([N+](=O)[O-])nn1CC(=O)N1c2ccccc2CC1C (stereo not given)
→ 5.1%, 2.8%, 2.9, -1.7, -7.8, 5.4, -1.2, -4.2%, -26.6%
- CC1=C(C#N)C(c2ccccc2O)C(C#N)=C(C)N1
→ 0.6%, -0.7%, 2.8, -4.6, 17.3, 0.5, -6.9, -5.7%, -8.0%
- CC(=O)Nc1cccc(-c2nc3ccccc3o2)c1
→ -1.3%, -0.1%, 4.1, 1.6, -2.6, -2.0, 25.3, 3.3%, 3.0%
- Cn1c(Cc2cccs2)nnc1SCC(=O)Nc1ccccc1
→ -0.5%, 1.1%, 0.5, -3.0, -10.7, 11.7, -4.2, -4.2%, ?
- CC(=O)Oc1ccccc1-n1c(C)nc(=O)c(-c2ccccc2)c1C
→ -1.7%, -0.2%, 1.5, -6.3, -1.5, -5.5, -38.9*, 13.2%, -5.6%
- CCOc1ccc(C(=O)N2CCN(CCc3ccccc3)CC2)cc1OCC
→ -0.1%, -3.0%, 2.6, 1.9, -3.0, 13.9, 3.3, -3.7%, -7.6%
- Cc1nn(-c2ccc(C(=O)Nc3nnc(C4CC4)s3)cc2)c(C)c1Cl
→ 0.1%, -0.5%, 1.3, -8.3, -5.9, 0.0, 1.2, -8.7%, -3.4%
- O=C(Nc1cccc(S(=O)(=O)N2CCCC2)c1)c1cccnc1
→ 2.1%, 1.7%, 3.0, -3.1, -10.3, 4.3, -7.0, -1.1%, 0.9%
- CCCCOc1ccc([N+](=O)[O-])cc1C(=O)O
→ -0.4%, 0.2%, 2.3, -0.8, -14.6, 3.6, 9.0, -4.0%, 11.8%
- COc1cccc(OCc2cc(C(=O)N(C)CCC3CCCCO3)no2)c1 (stereo not given)
→ -0.9%, -2.4%, 12.3, 10.2, -7.6, -3.8, 10.9, 2.1%, 2.1%
- CCOC(=O)c1cccc(C2=CC(=O)CC(C)(C)C2)c1
→ -0.4%, 1.4%, -2.7, 3.0, ·, 9.3, ·, -2.1%, -5.4%
- CC(C)C(=O)Nc1ccc(-c2nnc(-c3ccccc3)o2)cc1
→ 7.9%, 0.5%, 7.3, -4.0, -6.5, 7.2, -7.4, -2.1%, -7.3%
- COC(=O)N/N=C/c1cc(Cl)cc(Cl)c1OCc1ccccc1F
→ -0.2%, -3.5%, 0.7, 4.5, 16.0, -5.2, 0.2, -3.8%, -6.5%
- CCN1CCN(S(=O)(=O)c2cc(C)c(OC)cc2C)CC1
→ 0.7%, -0.9%, 0.6, -3.3, 6.3, -2.2, 13.1, 1.5%, -1.5%
- COc1ccc(Nc2nc(NCc3ccco3)nc(N3CCOCC3)n2)cc1
→ -0.3%, 1.2%, 0.2, -10.2, -5.1, 5.6, 6.9, -3.9%, -3.2%
- COc1ccc(C2CC(=O)N(CCCN(C)CCc3ccc(OC)c(OC)c3)C2)cc1 (stereo not given)
→ 0.4%, -0.7%, -0.8, -5.2, 7.0, -13.6, 9.0, -1.7%, 0.5%
- O=C(Nc1ccc(C(=O)N2CCCc3ccccc32)cc1)c1cccs1
→ 1.1%, 1.6%, 4.1, -3.6, -38.7, 4.8, -1.7, 6.2%, -8.1%
- O=S(=O)(c1ccccc1)N1N=C(c2cccs2)CC1c1ccc(Br)cc1 (stereo not given)
→ -3.9%, 7.4%, 2.9, -0.4, -20.9, 34.6*, 24.0, 1.5%, -8.7%
- Cc1ccc(NC2(C#N)C(=O)Nc3ccccc32)cc1C (stereo not given)
→ -0.3%, -1.9%, 4.1, -3.5, -9.4, -18.2, 13.4, -3.5%, 0.3%
- CCn1c(CNC(=O)c2cccc(C)c2)nc2ccccc21
→ 0.5%, -1.5%, 0.4, -4.0, -0.4, -20.0, 15.5, -1.4%, -10.9%
- COc1ccc(-c2[nH]n(-c3ccc([N+](=O)[O-])cc3)c(=O)c2C=NCc2ccccc2)cc1
→ 1.4%, -9.9%, 2.4, -7.9, -6.6, -4.6, -6.3, -3.8%, ?
- CCn1ncc(C2=NOC(C(=O)Nc3cccc(O)c3)C2)c1C (stereo not given)
→ 0.1%, 1.2%, 1.8, -3.0, -4.2, 0.8, -2.1, -0.9%, -7.1%
- CCCCNC(=O)OCCNC(=O)Oc1cccc(C)c1
→ 1.4%, -0.5%, 4.0, -1.8, -12.7, -1.0, 0.1, -5.5%, ·
- COc1ccc(C(=O)OCC(=O)NC(Cc2ccccc2)C(C)=O)cc1S(=O)(=O)N1CCCC1 (stereo not given)
→ 0.3%, 0.1%, 1.9, -3.1, -11.8, -3.9, -3.1, -4.0%, 2.5%
- O=C(COC(=O)/C=C/c1ccc(C(F)(F)F)cc1)NC(=O)NCc1ccco1
→ -0.8%, 0.1%, 2.1, -9.2, 1.5, -4.4, 5.3, 1.3%, 0.6%
- CCN1CCCC(OC(=O)c2cc(-c3ccccc3Cl)nc3ccccc23)C1 (stereo not given)
→ 2.4%, 2.1%, 1.0, 5.2, -16.5, -1.3, 24.6, -1.8%, -9.5%

High-throughput results from PubChem.
